PI5P4K alpha inh – blocks human PI5P4K alpha kinase activity; PI5P4Kalpha enzyme, ADP-Glo luminescence, 60 min; stronger effect = lower value; max response, %; actives 1.2% (n = 330,000); AID 652105; active means max response of -50% or lower; inconclusive means between -30% and -50%; inactive means -30% or higher; further: value at the top dose of about 77 µM; on the % scale 0 is the no-effect control and ±100 the full control effect
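ADP-Glo luminescence end-point after a 60 min room-temperature kinase reaction. PI5P4Kalpha and substrate in HEPES pH 7.4 buffer with EGTA, 0.1% CHAPS and 5% DMSO; ATP at 5 microM final.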
D3 ag – activates the human D3 dopamine receptor; P35462; D3R DiscoveRx beta-arrestin cells, luminescence, 90 min; max activation, %; actives 0.58% (n = 410,000); in the data active means max activation above about 30%; further: 0% is about no effect; mostly tested at two doses, the higher about 12 µM
Target sequence (P35462 whole entry, looked up): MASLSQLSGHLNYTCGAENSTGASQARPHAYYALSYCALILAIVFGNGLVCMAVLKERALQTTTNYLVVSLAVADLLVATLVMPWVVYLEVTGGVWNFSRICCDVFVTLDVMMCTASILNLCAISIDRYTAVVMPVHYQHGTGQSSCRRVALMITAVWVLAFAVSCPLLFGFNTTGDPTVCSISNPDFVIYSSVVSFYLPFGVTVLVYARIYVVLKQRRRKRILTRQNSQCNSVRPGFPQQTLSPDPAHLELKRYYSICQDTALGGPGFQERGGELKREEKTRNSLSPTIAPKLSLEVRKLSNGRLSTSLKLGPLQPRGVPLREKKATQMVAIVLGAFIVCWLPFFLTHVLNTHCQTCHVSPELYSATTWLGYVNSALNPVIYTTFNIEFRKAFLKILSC
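Agonist mode: compounds and dopamine controls were applied to plated cells for 90 min at 37 degrees C after an overnight attachment at 1500 cells/well. Luminescent read-out followed 30 - 60 minutes at room temperature with DiscoveRx detection reagent.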
PLK1 PBD block – blocks phosphopeptide binding to human PLK1 polo-box domain | Plk1 PBD binding of FITC phosphopeptide, fluorescence polarization | P53350 | AID 720504 | Potency, µM, without a hit: max response, negative = inhibition, most hits filed as inhibitors | actives 2.8% (n = 360,000); further: potency means the concentration at half of the fitted maximal effect; series mostly up to about 57 µM; on the % scale 0 is the no-effect control and ±100 the full control effect; nearly all actives have a fitted effect of over 65% in size
GLP-1R inv ag – inverse agonists of human GLP-1 receptor; P43220; HEK293 GLP-1R CRE-luciferase, luminescence, 24 h; GLP-1R form is constitutively active; Potency, µM (titrated, usually from 38.3 µM), without a hit: at the top dose activity change, negative = inhibition, hits mostly inhibitors; actives 1.6% (n = 410,000); further: potency means the concentration at half of the fitted maximal effect; on the % scale 0 is the no-effect control and ±100 the full control effect; nearly all actives have a fitted effect of over 55% in size
Target sequence (P43220 whole entry, looked up): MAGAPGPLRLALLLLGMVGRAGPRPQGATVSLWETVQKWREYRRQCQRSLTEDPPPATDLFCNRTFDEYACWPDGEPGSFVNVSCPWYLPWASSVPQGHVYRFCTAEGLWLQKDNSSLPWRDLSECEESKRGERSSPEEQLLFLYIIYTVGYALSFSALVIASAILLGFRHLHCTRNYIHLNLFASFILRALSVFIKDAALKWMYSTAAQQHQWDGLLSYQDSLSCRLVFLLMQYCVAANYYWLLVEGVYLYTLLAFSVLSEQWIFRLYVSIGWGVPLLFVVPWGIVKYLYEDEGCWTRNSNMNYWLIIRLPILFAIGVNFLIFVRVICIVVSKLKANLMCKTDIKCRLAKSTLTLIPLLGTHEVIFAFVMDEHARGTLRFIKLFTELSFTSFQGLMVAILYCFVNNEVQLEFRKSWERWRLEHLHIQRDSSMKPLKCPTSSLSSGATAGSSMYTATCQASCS
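qHTS in 1536-well format: reporter HEK293 cells expressing constitutive GLP-1R activity in DMEM + 10% Nu serum, 24 hr with compounds at 37 deg C, luminescence read after 12 min with detection reagent.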
GLP1R ag – activates the human GLP-1 receptor; P43220; HEK293 GLP-1R CRE-luciferase, luminescence, 4-6 h; cells express a hypersensitive GLP-1R form; Potency, µM (top dose mostly 45.6 µM), for the others: at the highest dose activation, usual class: activators; actives 0.007% (n = 380,000); further: potency means the concentration at half of the fitted maximal effect; % of control where 0% means no effect
GLP1R cytotox – cytotoxicity counter-screen for GLP-1 receptor inverse agonists | actives 0.13% (n = 410,000) | HEK293 cAMP-luciferase reporter cells, luminescence, 24 h | Potency, µM (highest dose often 38.3 µM), for the others: at the top dose activity change, negative = inhibition, hits mostly inhibitors;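 further: loss of luciferase light is scored as toxicity; potency means the concentration at half of the fitted maximal effect; on the % scale 0 is the no-effect control and ±100 the full control effect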
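A 23 nL compound transfer followed 12 hours of cell culture at 37 deg C; exposure then lasted 24 hr. Luciferase assay detection reagent was dispensed and plates read for luminescence after a 12 min room-temperature wait.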
DRD3 antagonist – antagonists of human D3 dopamine receptor. max response, negative = inhibition, %. P35462. AID 652054. D3R cells, DiscoveRx beta-arrestin luminescence, antagonist mode; stronger effect = lower value. actives 2.5% (n = 360,000); in the data active means max response below about -50%; inconclusive means no clear call, values can overlap the other calls; further: on the % scale 0 is the no-effect control and ±100 the full control effect; mostly tested at two doses, the higher about 12 µM
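Cells plated overnight at 1500 cells/well, then exposed to library compounds with dopamine controls for 90 minutes at 37 degrees C. DiscoveRx reagent added for 30–60 minutes at room temperature; luminescence read, quantitative HTS format.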
IL2 activator – IL-2 activation; activation, % (series mostly up to about 46 µM); IL-2 activation reporter assay, cell-based qHTS; stimulated with anti-CD3/CD4/CD28 beads; in transgenic mouse T cells; AID 652025; actives 0.065% (n = 360,000); in the data active means activation above about 50%; inconclusive means mostly about 30% to 49%; further: 0% is about no effect
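Screening format: compound pinned onto unstimulated transgenic mouse T cells, 60 min incubation, then anti-CD3/anti-CD4/anti-CD28 bead stimulation for 18 hours at 37 degrees C, followed by EGFP and DsRed detection.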
WRN inhibitor – blocks human WRN helicase. WRN helicase unwinding, fluorescent forked duplex, kinetic. actives 0.46% (n = 360,000). Potency, µM (doses to about 114 µM), for the others: at the highest dose activity change, negative = inhibition, hits mostly inhibitors. Q14191; further: potency means the concentration at half of the fitted maximal effect; on the % scale 0 is the no-effect control and ±100 the full control effect; nearly all actives have a fitted effect of over 55% in size
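Fluorescence dequenching readout, ex 525 nm/em 598 nm, kinetic mode: forked duplex DNA (100 nM final) with adjacent fluorophore and quencher unwound by WRN (20 nM final) with 2 mM ATP. Compound preincubation 15 min, room temperature.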
* hit, by the source's call; ? = inconclusive; nt = not tested or not shown; & = joins results of further samples; [ ] = another dose, or the depositor's remark. Unless noted, the call rests on the fitted dose curve; in most records, active means well fitted curve in the direction sought with a large enough effect; inconclusive means small, poorly fitted or top-dose-only effect, or another doubt; inactive means no such curve, though single readings can be large; an effect the other way counts as inactive or inconclusive.

SMILES	PI5P4K alpha inh	D3 ag	PLK1 PBD block	GLP-1R inv ag	GLP1R ag	GLP1R cytotox	DRD3 antagonist	IL2 activator	WRN inhibitor
CCC1(CC)Nc2ccccc2C(=O)N1c1ccc(NC(C)=O)cc1	-3.0	-3.8	-2.6%	-1.2%	0.2%	-7.0%	-20.6	0.3	-6.6%
C/C(=C\C(=O)c1ccc(F)cc1)Nc1ccc(N2CCOCC2)cc1	nt	-1.6	-1.8%	-2.7%	8.1%	-14.3%	38.3	0.8	6.2%
COc1ccc(Cl)cc1S(=O)(=O)N1CCN(CC(=O)C(C)(C)C)CC1	-0.7	3.5	?	2.5%	-11.1%	-4.5%	?	-3.0	10.7%
CCCCN(C(=O)c1ccc2c(c1)OCCO2)c1c(N)n(CC(C)C)c(=O)[nH]c1=O	0.4	1.6	-2.9%	16.8%	-5.6%	6.6%	4.9	-0.7	7.0%
Cc1noc(C)c1S(=O)(=O)N(CC(=O)N1CCCCCC1)c1ccc(C(C)C)cc1	8.9	-5.6	-8.1%	?	-1.2%	2.6%	-2.2	-3.4	-0.6%
COc1ccc(N2CCN(CCNC(=O)c3c(C)cc(=O)oc3C)CC2)cc1	nt	-0.7	-4.1%	4.2%	-6.1%	6.3%	22.8	-1.8	6.6%
COc1ccc(C(=O)Cc2ccccc2)cc1OC	1.2	1.9	-2.6%	45.0%[activator]	?	-5.0%	12.8	0.7	-3.0%
O=C(COC(=O)c1ccccc1Cl)Nc1ccc2[nH]c(=O)[nH]c2c1	-10.1	-0.5	-1.5%	31.2%	13.3%	3.2%	2.3	-0.1	-5.4%
O=C(Cn1ncn2nc(-c3ccccc3)cc2c1=O)NCc1ccccn1	5.1	3.7	-2.1%	6.6%	-2.7%	?	2.5	-3.2	6.9%
COCC1CCN(c2nc3nonc3nc2N2CCSCC2)C1 (stereo not drawn)	-1.7	-6.1	-5.7%	7.6%	0.8%	-0.3%	-6.8	1.4	-30.9%[57.1 µM]
Cc1nc(N2CCN(c3ccccn3)CC2)c2c(C)c(C(=O)Nc3ccc(F)c(Cl)c3)sc2n1	20.8	4.8	3.8%	7.0%	-4.7%	-1.3%	-7.2	-3.4	-3.3%
N#Cc1cn(CC(=O)N2CCCc3ccccc32)c2ccccc12	5.5	0.1	-0.6%	?	-7.7%	-19.9%	-9.2	0.3	-1.2%

Only DRD3 antagonist and D3 ag, for 2 of the compounds above:
| mol | DRD3 antagonist | D3 ag |
| --- | --- | --- |
| O=C(COC(=O)c1ccccc1Cl)Nc1ccc2[nH]c(=O)[nH]c2c1 | 2.3 | -0.5 |
| O=C(Cn1ncn2nc(-c3ccccc3)cc2c1=O)NCc1ccccn1 | 2.5 | 3.7 |

Later entries.
SMILES	PI5P4K alpha inh	D3 ag	PLK1 PBD block	GLP-1R inv ag	GLP1R ag	GLP1R cytotox	DRD3 antagonist	IL2 activator	WRN inhibitor
CN(CC(=O)Nc1ccc(Cl)c(C(F)(F)F)c1)C(=O)c1cn2ccccc2n1	-1.6	1.5	-0.6%	?	18.6%	-27.8%	12.6	-1.1	6.8%
O=C1NC(NS(=O)(=O)c2ccccc2)(C(F)(F)F)C(=O)N1c1ccc(F)cc1 (stereo not drawn)	0.6	-3.3&1.9	-6.2%	7.0%&13.0%	-1.6%&-4.8%	4.7%&-9.3%	0.3	0.0	5.1%
Cc1ccc(CN2CCN(CCCn3cnc4c(OCc5ccccc5)ncnc43)CC2)cc1	9.3	-63.9	-15.9%	8.91µM*	-2.9%	-19.3%	-53.4*	-0.8	-6.0%
CC1=CC(C)(C)NC(=O)N1c1ccc(C)cc1	6.3	0.1	-7.1%	0.0%	5.0%	11.4%	12.4	-2.3	-8.2%
Cc1ccc(NCc2nnc(SCC(N)=O)n2CC2CCCO2)c(C)c1 (stereo not drawn)	8.3	-9.8	29.9µM*	15.6%	-0.4%	4.2%	4.2	1.1	-6.4%
COc1ccc(CC(NC(C)=O)C(=O)NC2CCN(S(=O)(=O)c3ccc(NC(C)=O)cc3)CC2)cc1OC (stereo not drawn)	-3.6	7.6	1.2%	1.0%	0.4%	0.5%	-8.7	-1.1	-4.6%
CCC(C(=O)Nc1cc(C)cc(C)n1)c1ccccc1 (stereo not drawn)	0.0	-2.6	-3.9%	?	6.8%	?	4.7	1.3	0.5%
CCOc1ccc(NS(=O)(=O)c2ccc(C(=O)NCC(c3ccc(OC)cc3)N3CCCC3)cc2)cc1 (stereo not drawn)	0.1	-10.8	1.8%	?	6.4%	-5.7%	-18.2	0.0	4.6%
CC(NC(=O)C(=O)N/N=C\c1cccc([N+](=O)[O-])c1)c1ccccc1 (stereo not drawn)	-7.2	-4.4	-12.3%	9.3%	3.8%	7.2%	1.4	0.8	1.3%
O=C(Nc1ccc2nc3n(c(=O)c2c1)CCCC3)c1cccc(F)c1	-2.5	6.2	1.3%	55.3%[activator]	8.5%	-4.3%	14.7	-1.2	0.8%[57.1 µM]
CCOC(=O)c1ccc(NS(=O)(=O)c2c(N)n(C)c(=O)n(C)c2=O)cc1	-3.0	12.1	-5.0%	10.9%	-0.5%	-14.6%	-5.9	-0.4	-0.5%
CC(C)C(c1nnnn1CCc1ccccc1)N1CCC(C(N)=O)CC1 (stereo not drawn)	-2.7	5.3	-2.0%	3.5%	1.7%	2.5%	5.7	-2.2	12.4%
CCOC(=O)CC1c2nc3ccccc3cc2CN1C(=O)OCC (stereo not drawn)	-4.0	1.3	0.0%	42.7%[activator]	-0.5%	0.2%	14.5	-1.2	7.9%
CCCCOc1ccc(Cl)cc1CSc1nncn1N	nt	-4.0	-6.1%	-6.3%	1.2%	-14.1%	3.7	-0.3	3.4%
N#Cc1ccc(CC(C(=O)O)N2Cc3ccccc3C2=O)cc1 (stereo not drawn)	-1.2	0.9	-13.0%	14.7%	3.3%	3.7%	-13.8	0.4	3.9%
CCC(C)NC(=O)C1CCCN(C(=O)NC2CCCCC2)C1 (stereo not drawn)	nt	4.8	-3.8%	2.9%	-2.3%	11.2%	-7.7	3.4	-0.2%
COc1ccc(-c2cc(-c3c(O)c(OC)c4occc4c3OC)[nH]n2)cc1OC	nt	5.7	-4.4%	18.0%	7.2%	7.8%	10.0	0.5	?
CC(C)(C)OC(=O)C[C@@H]1C/C=C\C[C@@H](CC(=O)N[C@H](CO)Cc2ccccc2)C(=O)NC[C@@H](c2ccccc2)OC1=O	1.7	1.7	-0.4%	-4.0%	-2.2%	3.3%	?	-0.1	-1.0%
O=c1c2ccccc2n(Cc2ccccc2F)c(=O)n1-c1cccc(F)c1	nt	-5.9	nt	0.8%	-1.4%	0.8%	nt	nt	nt
C[C@H](CO)N1C[C@H](C)[C@@H](CN(C)S(=O)(=O)c2ccccc2)OCc2cn(nn2)CCCC1=O	-4.7	-15.1	-7.0%	10.8%	0.0%	1.4%	0.0	-2.8	1.4%
Cn1c(CNC(=O)CNS(=O)(=O)c2ccc(Br)cc2)cc(=O)n(C)c1=O	3.8	-1.5	-11.8%	-0.7%	2.6%	1.5%	9.7	-3.0	6.5%
N#Cc1c(N2CCCC2)nc(N)c2c(N)nc(N3CCCC3)cc12	-9.3	-21.0	-10.9%	-10.3%	5.4%	1.5%	?	-4.4	-1.7%[11.6 µM]
Cc1ccccc1CC(=O)N1CCCC(CNC(=O)c2ccc(F)cc2)C1 (stereo not drawn)	-1.9	3.3	0.5%	-4.6%	5.2%	-1.4%	-3.8	7.5	-2.0%
COc1cc2c(cc1OC)C(c1ccccc1)=NCC2	5.1	11.8	-2.0%	128.2%[activator]	25.3%	3.3%	-14.9	0.5	1.6%
Cc1nc(Cc2nnc(SCC(=O)N(C)c3ccccc3)o2)cs1	-3.8	-3.0	-9.7%	5.1%	2.6%	-1.8%	-20.7	-0.7	-18.5%
CC(C)Oc1cccc(C(=O)Nc2ccc(Br)cc2F)c1	6.4	4.8	-9.7%	?	6.0%	-6.7%	12.6	-1.2	-7.8%
Cc1ccc(OCCN2CCC2(C)C(=O)NCc2ccc(C(F)(F)F)cc2)cc1 (stereo not drawn)	31.7	12.2	3.5%	?	5.2%	-5.6%	30.5	-1.0	-5.5%
O=C1CCCC(c2ccccc2)N1 (stereo not drawn)	-3.4	3.4	-1.4%	34.1%[activator]	6.2%	7.9%	-9.1	-0.3	-3.8%
COc1cccc(CNc2ccc(S(N)(=O)=O)cc2)c1OCc1ccccc1F	14.4	-1.5	-12.1%	-20.6%	12.0%	-22.8%	-14.5	-2.1	-10.7%
O=C(CN1C(=O)CSc2cc(S(=O)(=O)N3CCCCCC3)ccc21)NCCc1ccccc1	2.2	-15.1	3.9%	?	-7.8%	0.0%[1.53 µM]	-21.5	-0.1	-20.2%[57.1 µM]
CCOC(=O)N1CCN(S(=O)(=O)c2ccc(OCC(=O)OC)c(C)c2)CC1	nt	3.2	2.6%	23.2%	-10.6%	-8.5%	13.7	-2.6	-0.1%
Nc1c(-c2ccc(Cl)cc2)cnn1-c1cc(C(F)(F)F)cc(C(F)(F)F)c1	8.3	6.2	0.3%	0.9%	2.8%	-3.1%	-8.0	-0.1	-1.1%
CCOc1ccc(C2C3=C(CC(C)(C)CC3=O)N(CCCOC)C3=C2C(=O)CC(C)(C)C3)cc1OC	-1.2	-0.3	-4.1%	1.7%	-2.8%	-5.2%	10.4	-1.2	6.4%
Clc1ccc(CON/C=N/c2ncnc3sccc23)c(Cl)c1	-7.6	-6.0	-6.4%	-26.1%	18.4%	3.7%	82.0	1.1	-9.2%
CC(=O)c1ccc(NC(=O)C(C)N(C)CC(=O)Nc2ccc(N3CCOCC3)cc2)cc1 (stereo not drawn)	-9.7	-1.5	-8.6%	28.0%	8.1%	-1.9%	-1.1	-1.1	-3.8%
Cc1cc(C)cc(NC(=O)/C=C/c2ccc([N+](=O)[O-])s2)c1	-15.9	-1.6	-21.3%	41.0%[activator]	2.1%	19.5%	-0.8	-3.1	-1.5%

Screening results from PubChem.
